# HRas wt GTP: modulators of GTP binding to HRas wildtype, primary screen, biochemical, bead-based flow cytometry, multiplex | GTPase HRas (Homo sapiens), P01112 | GST-Ras wt beads, Bodipy-FL-GTP binding; actives lie on both sides | GTP binding activity, % at 10 µM | hit rate 0.14% among 190,000 | AID 759, 2007;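 active = GTP binding activity at least 20% away from the 100% baseline, either lowered as inhibitor or raised as activator; inconclusive = flagged as likely green fluorescent, judged across all proteins in the well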;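 note: 0% = unlabeled GTP competition control and 100% = no-compound control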
# Rac1 wt GTP bind: wildtype Rac1 GTP binding modulators, primary screen, biochemical, GST-Rac1 beads, flow cytometry, multiplex; GTP binding activity (% of control), % at 10 µM; fluorescent GTP binding; actives lie on both sides; 0 = cold GTP competed, 100 = untreated; Ras-related C3 botulinum toxin substrate 1 (Homo sapiens), P63000; hit rate 0.27% among 190,000;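 active = GTP binding activity at least 20 points away from the 100% control level, either lower or higher; inconclusive = compound flagged as likely green fluorescent, judged across all proteins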
# Avidin bead fluor: green autofluorescence of compounds with avidin beads – biophysical, 488/530 nm, flow cytometry, artefact control, profiling panel; compound fluorescence 488/530 nm; active compounds read high; fluorescence (KMESF) at 10 µM; hit rate 0.38% among 220,000; in the data active = fluorescence above about 47; note: inactives centre near 10
# Mcl1 Noxa PPI: Mcl-1/Noxa binding inhibitors, primary screen, biochemical, TR-FRET, 1536-well. inhibition, % at 21.7 µM. hit rate 1.5% among 220,000. TR-FRET Mcl-1/Noxa peptide binding, 2 h;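 active = compounds that cut the protein-peptide binding signal by more than 50% relative to plate controls in a single-dose test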;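 note: His-tagged Mcl-1 with rhodamine Noxa BH3 peptide and terbium anti-His antibody; 0% = Mcl-1 plus Noxa peptide wells and 100% = peptide-only wells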
# Rac1 act GTP bind: GTP binding modulators of activated mutant Rac1, primary screen, biochemical, bead-based flow cytometry, multiplex, fluorescent GTP; Ras-related C3 botulinum toxin substrate 1 (Homo sapiens), P63000; GST-Rac1 activated beads; actives lie on both sides; 100% means binding = to untreated wells; hit rate 0.11% among 190,000; percent activity (GTP binding), % at 10 µM; AID 764, 2007;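 active = GTP binding at least 20 percentage points away from the 100% baseline, in either direction, so actives lie on both sides; inconclusive = Compound likely fluorescent itself, or too few beads counted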
# Rab7 wt GTP bind: modulators of GTP binding to Rab7, primary screen, biochemical, wildtype, multiplex bead flow cytometry; AID 758, 2007; Rab7 GTPase wild type (dog), Bodipy-FL-GTP binding; GST-Rab7 beads, fluorescent GTP binding; actives lie on both sides; untreated = 100%, excess cold GTP = 0%; GTP binding activity (percent of control), % at 10 µM; hit rate 0.055% among 190,000;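 active = fluorescent GTP binding to Rab7 beads changed by at least 20 points from the 100% baseline, either direction, mostly lower; inconclusive = compound itself probably fluorescent, or too few beads counted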;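 note: median green fluorescence of bound Bodipy-FL-GTP per Rab7 bead population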
# Cdc42 wt GTP: modulators of GTP binding to wildtype Cdc42, primary screen, biochemical, multiplex bead flow cytometry, Bodipy-GTP | hit rate 0.2% among 190,000 | GST-Cdc42 beads; actives lie on both sides | AID 761, 2007 | percent activity (GTP binding), % at 10 µM;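 active = percent activity GTP binding at least 20 points away from the 100% baseline, either down as inhibitor or up as activator; inconclusive = compound flagged as likely green fluorescent from well-wide comparison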;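 note: median bead fluorescence of bound Bodipy-FL-GTP at 100 nM; 0% = excess unlabeled GTP control and 100% = no compound control; below 100% means less GTP binding so inhibitor and above means activator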
# ABCG2 inh: ABCG2 efflux pump inhibitors, primary screen, multiplex with ABCB1, IgMXP3 cells, flow cytometry. hit rate 0.1% among 190,000. inhibition, % at 6.6 µM. Broad substrate specificity ATP-binding cassette transporter ABCG2 (Homo sapiens), Q9UNQ0. JC-1 efflux;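 active = inhibition above 80%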;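 note: 0% = DMSO and 100% = nicardipine control wells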
#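 Test system: IgMXP3 (ABCG2) plus far-red-tagged CCRF-Adr (ABCB1) cells / Amount: 3 million cells/mL in well / Reagent: JC-1 transporter substrate / Timing: 10 min compound exposure, 25 °C / Signal: flow cytometry, 530 nm JC-1 signal / Read-out: percent efflux inhibition, scaled nicardipine 100% to DMSO 0% / Benchmarks: nicardipine as high control, DMSO as low control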
# Rab2 wt GTP: modulators of GTP binding to Rab2A wildtype, primary screen, biochemical, dog, bead-based flow cytometry, multiplex; GST-Rab2 wt beads, Bodipy-GTP binding; hit rate 0.19% among 190,000; GTP binding activity, % at 10 µM; Ras-related protein Rab-2A (Canis lupus familiaris), P61105;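 active = GTP binding activity at least 20 points away from 100%, either lowered or raised; inconclusive = signal likely due to the compound's own green fluorescence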;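 note: 0% = beads with excess unlabeled GTP and 100% = no-compound control corrected for plate trend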
# ABCB1 inh: ABCB1 efflux pump inhibitors, primary screen, cell-based, multiplex, flow cytometry, ABCG2 counter-screen. inhibition, % at 6.6 µM. AID 1326, 2008. ATP-dependent translocase ABCB1 (Homo sapiens), P08183. CCRF-Adr cells, JC-1 efflux. hit rate 0.067% among 190,000; in the data active = inhibition above about 40%;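 note: 0% = vehicle and 100% = reference inhibitor; higher value means more JC-1 retained so stronger ABCB1 efflux block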
# Target sequence (P08183 whole entry, looked up): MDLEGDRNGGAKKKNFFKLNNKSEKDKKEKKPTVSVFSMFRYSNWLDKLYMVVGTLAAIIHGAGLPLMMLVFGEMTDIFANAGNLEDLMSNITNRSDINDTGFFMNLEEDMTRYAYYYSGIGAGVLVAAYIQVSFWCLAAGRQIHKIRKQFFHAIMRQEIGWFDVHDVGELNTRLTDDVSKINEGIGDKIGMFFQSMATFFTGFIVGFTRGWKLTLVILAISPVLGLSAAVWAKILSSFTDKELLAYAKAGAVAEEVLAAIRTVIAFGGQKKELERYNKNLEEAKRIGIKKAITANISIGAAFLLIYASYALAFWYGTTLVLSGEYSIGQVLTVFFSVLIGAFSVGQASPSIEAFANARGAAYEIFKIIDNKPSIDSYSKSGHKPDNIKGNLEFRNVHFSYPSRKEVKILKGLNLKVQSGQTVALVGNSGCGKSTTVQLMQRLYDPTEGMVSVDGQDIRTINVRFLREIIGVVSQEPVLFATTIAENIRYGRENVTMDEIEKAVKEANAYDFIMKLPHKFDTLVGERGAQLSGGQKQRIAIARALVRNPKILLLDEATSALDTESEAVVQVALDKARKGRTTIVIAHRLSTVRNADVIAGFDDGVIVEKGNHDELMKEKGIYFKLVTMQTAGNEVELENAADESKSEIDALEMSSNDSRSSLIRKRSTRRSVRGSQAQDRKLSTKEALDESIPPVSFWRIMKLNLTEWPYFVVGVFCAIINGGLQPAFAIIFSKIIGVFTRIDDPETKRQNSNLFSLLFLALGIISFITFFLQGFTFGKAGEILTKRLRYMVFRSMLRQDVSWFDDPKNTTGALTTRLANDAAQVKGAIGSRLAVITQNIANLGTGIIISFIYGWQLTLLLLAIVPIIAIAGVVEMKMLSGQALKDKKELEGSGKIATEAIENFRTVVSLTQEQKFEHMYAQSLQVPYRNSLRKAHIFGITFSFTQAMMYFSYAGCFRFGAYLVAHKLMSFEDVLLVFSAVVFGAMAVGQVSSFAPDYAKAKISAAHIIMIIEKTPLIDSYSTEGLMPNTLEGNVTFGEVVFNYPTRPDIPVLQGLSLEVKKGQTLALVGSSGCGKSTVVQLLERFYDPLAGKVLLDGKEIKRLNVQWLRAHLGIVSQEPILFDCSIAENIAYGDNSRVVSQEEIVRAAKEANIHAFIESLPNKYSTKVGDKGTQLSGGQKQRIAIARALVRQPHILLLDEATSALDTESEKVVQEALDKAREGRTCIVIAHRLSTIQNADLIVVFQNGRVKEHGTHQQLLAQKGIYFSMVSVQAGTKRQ
# Pf gametocyte: late stage P. falciparum gametocyte viability inhibitors, primary screen, ATP luminescence, HTS; hit rate 0.065% among 150,000; AID 743093, 2013; P. falciparum stage V gametocytes, 24 h; inhibition, % at 10.9 µM;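 active = inhibition above the mean plus 3 SD of compounds within the control limits, set per campaign, cut at about 38% in these data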;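 note: 0% = DMSO wells and 100% = medium only without gametocytes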
# The depositor's hits bear a star; u = inconclusive; x = not tested or not shown; & = joins results of further samples.
# Start of the data: the first 6 compounds, to show the layout:
SMILES,HRas wt GTP,Rac1 wt GTP bind,Avidin bead fluor,Mcl1 Noxa PPI,Rac1 act GTP bind,Rab7 wt GTP bind,Cdc42 wt GTP,ABCG2 inh,Rab2 wt GTP,ABCB1 inh,Pf gametocyte
CCCOc1ccc(C2(C(=O)O)CCCC2)cc1,98,100,29,10,96,99,102,36,96,0.4,-10
Cc1ccc(C)c(Cn2cnc3c(oc4ccccc43)c2=O)c1,98,98,10,21,94,98,97,10,98,1.4,-2
C/C(=C\c1ccco1)C1C(C#N)=C(N)OC2=C1C(=O)CC(C)(C)C2 (stereo unspecified),97,96,10,38,94,92,94,4,93,0.7,x
O=C(CSc1cccc2cccnc12)N/N=C/c1cccc(O)c1,98,95,11,18,95,99,95,1,95,0.1,9
Cc1ccc(S(=O)(=O)N2CCN(C(=O)CCN3C(=O)c4ccccc4C3=O)CC2)cc1C,100,102,13,30,100,101,99,14,100,2.2,-13
Nc1nonc1C(=O)N/N=C/c1cccc([N+](=O)[O-])c1,101,105,20,5,100,98,104,31,101,1.0,-25

# Results, repeating the preview:
SMILES,HRas wt GTP,Rac1 wt GTP bind,Avidin bead fluor,Mcl1 Noxa PPI,Rac1 act GTP bind,Rab7 wt GTP bind,Cdc42 wt GTP,ABCG2 inh,Rab2 wt GTP,ABCB1 inh,Pf gametocyte
CCCOc1ccc(C2(C(=O)O)CCCC2)cc1,98,100,29,10,96,99,102,36,96,0.4,-10
Cc1ccc(C)c(Cn2cnc3c(oc4ccccc43)c2=O)c1,98,98,10,21,94,98,97,10,98,1.4,-2
C/C(=C\c1ccco1)C1C(C#N)=C(N)OC2=C1C(=O)CC(C)(C)C2 (stereo unspecified),97,96,10,38,94,92,94,4,93,0.7,x
O=C(CSc1cccc2cccnc12)N/N=C/c1cccc(O)c1,98,95,11,18,95,99,95,1,95,0.1,9
Cc1ccc(S(=O)(=O)N2CCN(C(=O)CCN3C(=O)c4ccccc4C3=O)CC2)cc1C,100,102,13,30,100,101,99,14,100,2.2,-13
Nc1nonc1C(=O)N/N=C/c1cccc([N+](=O)[O-])c1,101,105,20,5,100,98,104,31,101,1.0,-25
COC(=O)C(C)Oc1ccc(=O)[nH]n1 (stereo unspecified),100,108,29,0,98,101,103,36,98,1.5,x
COc1cccc(CN2CCN(Cc3ccc(C#CC(C)(C)O)s3)CC2CCO)c1 (stereo unspecified),97,99,10,7,96,98,99,1,99,0.1,7
Fc1ccc(Oc2nccc(-c3ccc(Cl)cc3)n2)cc1,104,106,6,5,100,100,104,-2,101,-3.4,x
Cc1cc(C)n(-c2ccc(C(=O)OCc3ccccc3)cc2)n1,98,100,9,27,95,100,96,3,96,1.2,-15
COc1ccccc1N1CCN(C(=O)CCNS(=O)(=O)c2ccc(Br)s2)CC1,103,104,12,14,101,102,105,23,102,2.3,-9
CC(=O)NC(Cc1cnc[nH]1)C(=O)O (stereo unspecified),105,109,8,-19,101,103,104,-1,107,0.3,13
COc1ccc(-c2[nH]ncc2CN2CCC(OCc3cccnc3)CC2)c(F)c1,100,101,12,17,99,102,100,0,97,-0.1,15
COc1ccc(N(CC(=O)O)S(=O)(=O)c2c(C)n[nH]c2C)cc1,105,101,15,22,98,106,107,5,104,0.9,x
Cc1nc(NS(=O)(=O)c2ccccc2)sc1NC(=O)Nc1ccccc1,98,97,12,21,95,101,95,-1,95,-0.4,8
CCN(CC)c1ccc(/C=C/C(=O)c2ccc(Br)cc2)cc1,u,u,21,-8,u,u,u,6,u,3.2,17
O=C(O)CCCNC(=O)C(c1ccccc1)c1ccccc1,100&100,102&102,4&4,8&9,102&101,98&99,102&100,3&0,100&95,0.2&0.0,-9&-22
O=C(NCc1nnc(SCc2ccc(F)cc2)n1-c1ccc(F)cc1)C12CC3CC(CC(C3)C1)C2,97,99,10,12,95,97,98,3,98,2.2,-5
CCOCCCNC(=O)C(NC(=O)c1cnccn1)c1ccc(OC)cc1 (stereo unspecified),102,106,40,-11,100,100,105,9,101,1.1,0
O=C(/C=C/c1ccccc1)Oc1cccc(C(=S)N2CCOCC2)c1,96,100,3,5,95,98,97,6,95,0.6,7
CC(=O)Nc1c2c(nn1-c1cccc(Cl)c1)CS(=O)C2 (stereo unspecified),102,109,25,-9,102,100,110,2,104,0.2,x
COC(=O)c1oc2ccc(Cl)cc2c1-n1cccc1,103,106,6,8,101,101,103,1,102,0.2,24
COC(=O)CNC(c1ccccc1)c1cc(C)ccc1NC(=O)c1cccc(Cl)c1 (stereo unspecified),98,102,12,-3,97,96,99,13,99,9.1,-2
CCOc1ccc(-c2nnc3sc(COc4ccc(Cl)cc4)nn23)cc1,98,98,8,7,96,95,98,1,98,0.1,13
N#CCSc1nc2scc(-c3cccs3)c2c(=O)n1CCc1ccccc1,97,96,18,0,96,93,100,7,99,1.2,x

# Results in Rac1 wt GTP bind and HRas wt GTP, for 2 of the compounds above:
Molecule | Rac1 wt GTP bind | HRas wt GTP
Cc1ccc(S(=O)(=O)N2CCN(C(=O)CCN3C(=O)c4ccccc4C3=O)CC2)cc1C | 102 | 100
COC(=O)C(C)Oc1ccc(=O)[nH]n1 (stereo unspecified) | 108 | 100

# Additional records follow.
SMILES,HRas wt GTP,Rac1 wt GTP bind,Avidin bead fluor,Mcl1 Noxa PPI,Rac1 act GTP bind,Rab7 wt GTP bind,Cdc42 wt GTP,ABCG2 inh,Rab2 wt GTP,ABCB1 inh,Pf gametocyte
Cc1ccc(CC2SC(=O)NC2=O)cc1Cl (stereo unspecified),103,108,33,11,100,98,103,21,103,1.1,-4
CCC(C)(C)NC(=O)C(c1ccco1)N(C(=O)CNC(=O)c1cccs1)c1cccnc1 (stereo unspecified),101,100,7,-73,97,103,100,-10,99,0.8,x
CN(C)c1ccc2c3c(cccc13)C(=O)N(c1ccccc1)C2=O,99,99,11,1,97,107,96,1,99,-0.2,x
O=C(CCCN1C(=O)/C(=C\c2ccccc2)SC1=S)Nc1ccc(O)cc1,93,101,10,38,91,96,92,1,93,0.1,-20
CC1CCCCN1C(=O)CSc1ccc(-c2ccc(F)cc2)nn1 (stereo unspecified),98,91,15,5,95,95,98,3,96,-2.5,10
Nc1nc(CN2CCN(c3ccccn3)CC2)nc(Nc2ccc(F)cc2)n1,101,102,16,5,101,100,100,14,100,-0.2,14
CCOc1ccc(C(N)=O)cc1OC,102,105,9,6,99,99,104,7,97,0.6,-11
COc1ccc(N2CCN(CCCNS(=O)(=O)c3ccc4c(c3)oc(=O)n4C)CC2)cc1,101,103,7,22,99,102,101,2,100,0.9,x
COc1ccc(N(Cc2ccccc2)C(=O)c2ccccc2[N+](=O)[O-])cc1,103,103,15,-12,100,101,106,7,104,1.3,x
c1cncc(-c2nc3ccccn3c2Nc2ccc3c(c2)OCCO3)c1,97,95,7,14,96,100,96,2,97,1.0,x
CCN(CC)S(=O)(=O)c1ccc(N2CCOCC2)c(NC(=O)c2c3c(nc4ccccc24)CCC3)c1,98,103,7,91*,101,97,104,2,98,2.7,33
Cc1cc(C)c(C)c(S(=O)(=O)Nc2ccc(C(N)=O)cc2)c1C,99,99,12,9,98,98,99,1,101,0.2,12
O=C(CCc1nc(-c2ccccc2F)no1)NC1CCN(Cc2ccccc2)CC1,99,105,35,1,97,97,104,17,101,0.9,-10
Cc1ccc(Nc2nnc(SC/C(O)=C(\C#N)c3nc4ccccc4[nH]3)s2)c(C)c1,u,u,6,70*,u,u,u,-5,u,-0.9,5
O=C(NCCCN1CCCC1=O)C1CCCO1 (stereo unspecified),103,101,9,-1,101,110,96,2,96,0.9,6
COc1cc2c(cc1NC(=O)CSc1cccc[n+]1[O-])oc1ccccc12,102,105,10,-1,101,103,103,18,100,2.3,1
O=C(O)C1C2C=CC(C2)C1C(=O)NCc1cccs1 (stereo unspecified),98,98,11,3,95,102,93,2,95,0.1,-2
Cc1ccc(CNC(=O)CCn2nc(-c3ccc(Cl)cc3)ccc2=O)cc1,92,93,19,18,92,92,91,0,93,0.1,10
Cc1cn2c(-c3ccncc3)nnc2s1,104,104,7,9,99,98,107,7,106,1.1,x
COc1cc(OC)nc(NC(=O)COC(=O)c2cccc(Cl)c2)n1,97,98,15,-4,94,98,98,13,98,1.2,23
Cc1cc(C(=O)OCC(=O)Nc2ccccc2[N+](=O)[O-])c2ccccc2n1,100,103,2,18,97,102,98,15,96,1.7,-4
O=C(CN1C(=O)S/C(=C/c2cc(Br)cs2)C1=O)N1CCOCC1,101,103,10,-9,99,100,103,45,98,0.8,x
CCCc1nc(SC2CCCC2)c2c(=O)n(C)c(=O)n(C)c2n1,102,101,7,15,100,100,102,-1,100,-1.6,x
O=C(CSc1nnc2c(n1)[nH]c1ccc(F)cc12)OCc1ccccc1,101,105,24,3,98,102,102,4,99,1.2,x
CCCCc1nnc(SCc2ccc(OCC)cc2)n1N,99,98,15,6,99,102,100,3,100,0.8,x
O=C(NCC(=O)N(Cc1cccs1)C(C(=O)NC1CCCCC1)c1ccco1)c1cccs1 (stereo unspecified),96,99,6,18,94,94,98,0,97,0.7,x
CCCn1nnnc1NCc1ccc(Cl)cc1Cl,98,100,7,-3,95,100,96,9,96,0.6,9
COc1ccc(C(=O)OCC(=O)NC(=O)NC2CCCC2)c(O)c1,96,94,13,10,93,102,94,19,95,1.6,9
